# HTR1A agonist – agonists of human 5-HT1a serotonin receptor | P08908 | CHO 5-HT1a Ga15 NFAT-bla reporter, FRET ratio; 0% basal, 100% maximal reference agonist | activation, % at 10 µM | 65,000 compounds, 0.56% hits | AID 567;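 active means activation above the screen-wide mean activation plus 3 SD, cut at about 19% in these data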;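 further: 0% = DMSO wells and 100% = 5-CT at EC100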
# SF1 activator – activators of human nuclear receptor SF-1; activation, % at 10 µM; 65,000 compounds, 1.9% hits; Q13285; CHO-K1 Gal4-SF-1 LBD luciferase reporter; % increase over DMSO SF-1-specific signal;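 active means activation above the mean activation of all tested compounds plus 3 SD, cut at about 50% in these data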
#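 Assay system: CHO-K1 cells co-transfected with Gal4 DBD–human SF-1 LBD, 5xGal4 luciferase reporter; doses: 10 µM only; incubation: 20 h compound exposure at 37 °C after 1 h cell settling; signal: luciferase light emission; evaluation: percent activation versus DMSO; repeats: one test per compound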
# tolC growth inh – blocks growth of E. coli BW25113 tolC mutant; growth inhibition, % at 10 µM (by protocol); 65,000 compounds, 2.2% hits; OD615;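 active means growth inhibition at or above a cutoff equal to the mean over every tested compound plus 3 SD, cut at about 60% in these data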;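 further: growth measured after 20 h incubation at 37 °C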
#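 Test system: E. coli BW25113 ΔtolC::kan bacteria; incubation: 37 °C, 20 h exposure; medium: LB broth supplemented with 50 µg/mL kanamycin; read-out basis: percent growth inhibition; signal: A615 absorbance measurement; compound: 10 µM final, single dose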
# RORA act – activators of human nuclear receptor RORA | activation, % at 10 µM | P35398 | 65,000 compounds, 1.5% hits | CHO-K1 Gal4-RORA LBD luciferase reporter, luminescence; percent increase over mock-subtracted basal signal | AID 560;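 active means activation above the mean of all tested compounds plus 3 SD, cut at about 49% in these data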;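 further: 0% = DMSO-treated RORA cells and 100% = added signal equal to DMSO minus mock-transfected cells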
# Target sequence (P35398 whole entry, looked up, the tested form may be a part): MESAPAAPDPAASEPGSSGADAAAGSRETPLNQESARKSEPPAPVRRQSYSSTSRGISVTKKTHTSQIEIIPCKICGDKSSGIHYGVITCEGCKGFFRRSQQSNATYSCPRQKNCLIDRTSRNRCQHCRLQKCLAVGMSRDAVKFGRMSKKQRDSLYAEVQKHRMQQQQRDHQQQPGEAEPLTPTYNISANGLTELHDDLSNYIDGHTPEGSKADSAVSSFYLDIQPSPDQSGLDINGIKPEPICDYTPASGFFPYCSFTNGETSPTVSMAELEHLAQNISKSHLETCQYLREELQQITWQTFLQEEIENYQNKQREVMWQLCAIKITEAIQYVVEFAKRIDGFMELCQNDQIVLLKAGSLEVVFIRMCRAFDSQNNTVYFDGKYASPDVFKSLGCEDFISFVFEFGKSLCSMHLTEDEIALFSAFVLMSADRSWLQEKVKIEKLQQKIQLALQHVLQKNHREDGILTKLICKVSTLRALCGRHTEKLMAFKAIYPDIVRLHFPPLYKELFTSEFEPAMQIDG
# HTR1E antagonist – blocks the human 5-HT1E serotonin receptor. P28566. CHO 5-HT1E Ga15 NFAT-bla reporter, FRET, antagonist. inhibition, % at 6 µM. 65,000 compounds, 0.99% hits. AID 571;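 active means inhibition above a set limit, the mean inhibition across every tested compound plus 3 SD, cut at about 29% in these data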;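 further: signal is the 460 over 535 nm emission ratio of beta-lactamase substrate; 0% = agonist plus DMSO wells and 100% = wells without agonist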
# Target sequence (P28566 whole entry, looked up): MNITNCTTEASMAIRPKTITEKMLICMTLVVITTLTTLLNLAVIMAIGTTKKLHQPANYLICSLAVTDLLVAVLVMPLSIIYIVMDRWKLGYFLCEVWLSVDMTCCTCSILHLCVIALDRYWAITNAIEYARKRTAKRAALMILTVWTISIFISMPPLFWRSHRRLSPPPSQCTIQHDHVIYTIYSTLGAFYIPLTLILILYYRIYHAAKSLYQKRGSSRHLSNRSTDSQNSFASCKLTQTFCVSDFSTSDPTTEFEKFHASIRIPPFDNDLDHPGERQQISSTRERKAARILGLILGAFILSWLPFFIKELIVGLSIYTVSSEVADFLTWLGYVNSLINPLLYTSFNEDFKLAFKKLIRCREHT
# MMP13 inh – blocks human MMP13 activity; inhibition, % at 4 µM; 65,000 compounds, 0.07% hits; MMP-13 fTHP FRET cleavage, Mca fluorescence; P45452;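 active means inhibition above the mean of compound-free control plate wells plus 3 SD, cut at about 14% in these data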;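 further: 0% = DMSO wells and 100% = wells with reference MMP-13 inhibitor after basal subtraction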
# HTR1E agonist – activates the human 5-HT1E serotonin receptor. CHO 5-HT1E Ga15 NFAT-bla reporter, FRET; 0% DMSO wells, 100% control agonist wells. 65,000 compounds, 0.69% hits. AID 574. activation, % at 6 µM. P28566;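 active means activation above a set limit, the screen-wide mean activation plus 3 SD, cut at about 8.5% in these data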;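 further: 100% = positive control agonist at 1 µM giving full maximal response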
# NADH coupling – inhibitors of enzymes used to reach an NAD/NADH endpoint; IC50, µM (series often up to 10 µM), for the others: top-dose inhibition; 65,000 compounds, 0.02% hits; coupled PK/LDH NADH assays, four targets;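 active means single-dose screening hits from any of four coupled enzyme assays that gave an IC50 when retested across doses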;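 further: the DPM-DC format reads NADH fluorescence rather than 340 nm absorbance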
# 5HT1a antag – antagonists of human 5-HT1a serotonin receptor; inhibition, % at 10 µM; CHO 5-HT1a Ga15 NFAT-bla reporter, antagonist mode; AID 612; 62,000 compounds, 0.68% hits;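 active means inhibition above the mean of all tested compounds plus 3 SD, cut at about 43% in these data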;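 further: receptor stimulated by 5-CT agonist at 100 nM near EC80; beta-lactamase reporter measured by ratiometric fluorescence of a cleavable substrate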
# An asterisk follows results filed as active; nt = not tested or not shown; [ ] = dose if it differs, or a comment.
no.	SMILES	HTR1A agonist	SF1 activator	tolC growth inh	RORA act	HTR1E antagonist	MMP13 inh	HTR1E agonist	NADH coupling	5HT1a antag
1	Nc1cc(N)nc(SCC(=O)Nc2ccc3c(c2)OCCCO3)n1	-1.5	2	10	6	-1	2	0.6	14%	6
2	C=C(C)CSc1nc2ncccc2[nH]1	1.2	-13	-18	-10	4	-1	-0.7	4%	8
3	COCCn1c(-c2ccccc2)nc2oc3ccccc3c(=O)c2c1=O	-1.3	-4	-19	0	11	-1	-0.3	2%	11
4	Cc1cccc(-n2ncc3c(N4CCC(C)CC4)ncnc32)c1	2.2	70*	94*	36	3	2	0.0	5%	9
5	OCCN1CCN(C(=S)c2ccc(Cl)c(Cl)c2)CC1	-0.2	0	-6	1	0	4	-0.6	9%	4
6	CC(C)COc1ccc(C(=O)CCN2CCCCC2)cc1	-2.2	-14	-11	-5	-6	-1	-0.5	6%	-11
7	CCOC(=O)c1ccc(NCc2nc3ccccc3[nH]2)cc1	0.7	37	10	14	17	-5	0.8	4%	6
8	O=C1CC(C(=O)Nc2ccc(C(=O)N3CCOCC3)cc2)C2(CCCCC2)O1 (centres undefined)	-1.3	10	-14	-1	-1	6	-0.4	6%	-14
9	Cc1ccsc1/C=N/n1cnc2sc(C)c(C)c2c1=O	-0.3	33	5	1	-6	1	0.4	7%	2
10	CCCC(=O)Nc1cc(OC)c(NC(=O)NC2CCCCC2)cc1OC	-0.2	15	4	13	4	8	0.0	6%	12
11	CCc1cc2cc(C)cc(C)c2nc1SCC(=O)N1CCN(C(=O)c2ccco2)CC1	5.6	5	41	0	11	4	-2.1	0%	1
12	c1ccc2c(Cn3nnc4ccccc43)cccc2c1	-2.9	-1	37	-4	11	0	1.1	6%	1
13	Cc1ccc2nc3c(c(C(=O)O)c2c1)CCC3	-0.3	11	4	24	-20	0	0.2	5%	-1
14	CC(C)(C)NC(=O)CN(C(=O)C1(C)CC(=O)N=C2C=CC=CN21)C1CCCC1 (centres undefined)	-1.7	14	-20	1	2	-160[fluorescence artefact?]	-0.2	11%[fluoresces]	-8
15	Cc1cc(S(=O)(=O)n2cnc3ccccc32)c(C)cc1Cl	0.7	-4	-14	16	-10	7	-0.3	2%	-9
16	CC1(C)CC(=O)C(Sc2nnc(-c3ccc(O)cc3)n2CC2CCCO2)C(=O)C1 (centres undefined)	0.7	17	0	19	6	2	-0.6	5%	0
17	CNc1nc(OC)nc(N2CCOCC2)n1	-3.8	-13	-10	-26	8	-2	-1.6	3%	-4
18	Cc1ccc(C)c(N2CCN(C(=O)c3ccc(Cn4c(=O)[nH]c5ccccc5c4=O)cc3)CC2)c1	4.9	6	25	0	-18	-1	5.6	4%	34
19	COc1ccccc1N1CCN(Cc2cc(Br)c(O)c3ncccc23)CC1	-4.3	-31	43	5	38*	5	14*	7%	65*
20	CC(=O)Nc1nc2ccccc2n1Cc1ccccc1C	-1.1	-5	98*	-19	1	-6	0.7	5%	13
21	CC1(C)CC(=O)c2cnc(NCc3ccco3)nc2C1	-2.4	-1	0	15	1	6	0.6	2%	1
22	COCCN1C(=O)c2ccccc2C(C(=O)NCc2ccco2)C1c1c[nH]c2ccccc12 (centres undefined)	-3.0	-20	9	0	8	11	-0.6	4%	4
23	COc1ccc(S(=O)(=O)NC(C(C)C)C(C)C)cc1OC	-1.9	20	-3	7	2	-4	6.7	1%	-7
24	Cn1c(Cn2c(=O)sc3ccccc32)nnc1SCC(=O)NCc1ccco1	1.1	-6	-9	7	-2	3	-0.4	7%	-17
25	O=C(Nn1cnnc1)C1Cc2ccccc2CN1S(=O)(=O)c1ccc(F)cc1 (centres undefined)	-3.8	8	7	-10	-13	0	-0.8	4%	-3
26	Cc1ccc(-c2nnn(CC(=O)N(CC(=O)NC3CCCCC3)c3cnc4ccccc4c3)n2)o1	-3.5	5	4	-3	12	5	-1.0	3%	9
27	Cc1ccc(C(O)CN2C3=NCCN3c3ccccc32)cc1 (centres undefined)	-2.5	-17	-6	-28	0	-4	-0.5	4%	-10
28	CC(=O)c1ccc(N2CCN(C(=O)c3cc4c(=O)n(C)c5ccccc5c4n3C)CC2)cc1	1.9	-48	-7	20	-3	3	0.1	4%	-7
29	CCOc1cc(N2CCOCC2)c(OCC)cc1NC(=O)c1ccc(=O)n(Cc2ccccc2)n1	-1.0	-14	-2	3	-8	0	0.5	6%	-4
30	c1ccc(-c2nnc(Cn3c4ccccc4c4nc5ccccc5nc43)o2)cc1	-0.1	38	6	20	-1	0	-1.8	9%[fluoresces]	9
31	Cc1ccc(CN2C(=O)CSc3ccc(C(=O)NCCN4CCOCC4)cc32)cc1	-3.0	-7	-8	7	5	-2	-1.3	6%	18
32	O=C(NCCO)c1ccc2c(c1)S(=O)(=O)c1ccccc1C2=O	0.1	0	-20	-4	10	-1	-0.2	5%	-6
33	CCOc1ccccc1-c1nc(-c2ccc(C)nc2OC)no1	-6.2	58*	8	36	18	-6	-0.9	3%	-9
34	Cn1c(C(=O)O)cc2cc(F)ccc21	0.1	-2	-21	0	0	-3	-1.2	9%	3
35	CCS(=O)(=O)CCSc1nc2c(cc1C#N)CCCC2	-0.3	-4	13	-7	-6	-2	0.1	3%	-8
36	Cc1cccc(-n2c(=O)[nH]c3c(C(N)=O)nc(-c4ccccc4Cl)nc32)c1	1.0	-29	10	0	0	-17	1.6	6%[fluoresces]	-16
37	Fc1cc2nc(-c3ccncc3)[nH]c2cc1F	0.0	7	4	21	-7	-136[fluorescence artefact?]	0.2	2%[fluoresces]	-13
38	O=C1CN(C(=O)CN2CCOCC2)C(c2ccccc2)c2cc(Br)ccc2N1 (centres undefined)	-1.0	5	-9	-16	0	2	0.6	2%	14
39	CC1CCCN(C/C(O)=C(\C#N)c2nc3ccccc3[nH]2)C1 (centres undefined)	-0.7	-10	-16	8	18	-14	-0.8	7%	6
40	O=C(CN1CCOCC1)N(c1ccccc1)c1ccc2ccccc2c1	-1.3	-7	nt	-8	2	-6	0.0	8%	-4

# A different layout for 2 compounds above:
# Second line of a record – HTR1A agonist, SF1 activator, tolC growth inh, RORA act, HTR1E antagonist, MMP13 inh, HTR1E agonist, NADH coupling, 5HT1a antag
[29] CCOc1cc(N2CCOCC2)c(OCC)cc1NC(=O)c1ccc(=O)n(Cc2ccccc2)n1
  -1.0, -14, -2, 3, -8, 0, 0.5, 6%, -4
[37] Fc1cc2nc(-c3ccncc3)[nH]c2cc1F
  0.0, 7, 4, 21, -7, -136[fluorescence artefact?], 0.2, 2%[fluoresces], -13

# Further entries
no.	SMILES	HTR1A agonist	SF1 activator	tolC growth inh	RORA act	HTR1E antagonist	MMP13 inh	HTR1E agonist	NADH coupling	5HT1a antag
41	CC(=O)Nc1ccc(S(=O)(=O)NCCc2cc3c(C)ccc(C)c3[nH]c2=O)cc1	-2.6	-15	-13	-1	10	-2	0.1	5%	-5
42	CCCC(=O)NCCCc1nc2ccccc2[nH]1	-0.5	5	-10	-14	-11	-13	0.8	2%	-12
43	COCCCNC(=O)c1ccccc1NS(C)(=O)=O	0.5	2	-2	2	1	-20	0.8	5%[fluoresces]	-5
44	Cc1cccc2nc(Cn3c(=O)n(CCCC(=O)NCc4ccco4)c(=O)c4ccccc43)cc(=O)n12	-3.6	5	-8	-19	-12	-2	0.6	5%	11
45	CCCc1cc(-c2[nH]ncc2-c2ccc3c(c2)OCCCO3)c(O)cc1O	-1.5	12	100*	-19	4	-4	-0.8	4%	14
46	Cn1c2c(c(=O)n(C)c1=O)CN(Cc1ccc3c(c1)OCO3)CN2	-2.3	-3	5	9	6	0	-1.1	0%	1
47	COc1ccc(C2CC(=O)C(C=NCCCN3CCOCC3)=C(O)C2)cc1 (centres undefined)	-4.0	-13	-3	1	0	-2	-1.3	2%	0
48	COc1ccccc1OCCC(=O)OCC(=O)Nc1ncc(Cl)cc1Cl	-4.6	-3	-9	-19	3	-5	0.3	6%	10
49	COc1cccc(-c2nc(CSCC(=O)NCC3CCCO3)c(C)o2)c1 (centres undefined)	0.6	12	7	2	-1	-2	-0.6	6%	19
50	CC(=O)Nc1cccc(N2C(=O)CC(N3CCC(C(=O)N4CCCCC4)CC3)C2=O)c1 (centres undefined)	0.1	2	2	-13	-3	2	0.2	4%	-15
51	O=C(Cc1c(F)cccc1Cl)Nc1ccon1	0.7	-8	-3	-20	-1	7	0.2	2%	-5
52	CCc1nn(C(C)C(=O)NCCc2ccc(OC)c(OC)c2)c(=O)c2cc3occc3n12 (centres undefined)	-1.2	-6	0	-34	8	-4	1.1	11%	2
53	COc1ccc(OCCSc2ncnc3nc[nH]c23)cc1	2.1	-5	11	30	2	3	-1.1	4%	2
54	Cc1ccc(C2C3=C(CC(C)(C)CC3=O)Nc3n[nH]c(C)c32)cc1 (centres undefined)	0.5	10	23	-12	-5	-42	0.1	7%[fluoresces]	-10
55	Cn1cc(CN2CCN(c3ccccc3)CC2)c2ccccc21	-2.8	-5	0	1	-8	1	12*	4%	13
56	COc1ccc(-c2ccnc(SCC(=O)N3CCOCC3)n2)cc1	-2.2	7	-28	16	20	-31	-0.7	6%	-16
57	COCC(C)NC(=O)c1cccc(Cl)c1 (centres undefined)	-1.8	2	-12	-12	-6	2	0.0	6%	-4
58	COc1ccc2[nH]c(=O)c(CN(CCc3ccccc3)Cc3nnnn3CC3CCCO3)cc2c1 (centres undefined)	0.7	16	19	-14	9	-44	0.7	10%	28
59	COC(=O)c1ccc(-c2ccc(CNCC(O)c3ccccc3)o2)cc1 (centres undefined)	1.4	-4	20	11	-8	-138[fluorescence artefact?]	-0.8	6%[fluoresces]	-6
60	CCN(CC)C(=O)CN1CCN(c2ccccc2F)CC1	1.4	6	-3	-10	0	2	-1.5	23%	4
61	C=CCn1c(N)c(C(=O)Nc2ccccc2)c2nc3ccccc3nc21	27*	-6	5	-15	1	-38	6.2	1%	nt
62	CCOc1ccc2[nH]c(=O)c(CN(Cc3ccccc3)C(=O)N3CCCC3)cc2c1	-1.2	26	0	-1	-3	-20	0.2	7%	-1
63	O=C(c1ccco1)N1CCCSC1=Nc1ccccc1	-2.8	-1	-2	-6	-4	-2	0.4	4%	-6
64	CN(Cc1ccccc1)C(=O)c1ccc2c(c1)OCCO2	-2.7	14	-12	-6	4	3	0.2	6%	0
65	COc1ccc(C)cc1S(=O)(=O)Nc1ccc(F)c(Cl)c1	-0.1	-18	21	-20	-1	3	-0.8	3%	1
66	Cc1nc(N2CCN(c3ccccc3)CC2)nc2c1C(=O)CC(c1ccccc1)C2 (centres undefined)	0.2	1	6	-4	-4	-3	-0.6	2%	-12
67	CN1CCN(CCCCC(=O)c2ccccc2)CC1	-1.6	0	19	0	0	-2	0.2	7%	nt
68	CC(=O)C1=C(C)NC(=O)NC1c1ccc(OC2CCCC2)cc1 (centres undefined)	0.7	11	3	-14	14	-6	-0.4	4%	-1
69	O=C(CSc1nnc(-c2ccco2)n1-c1ccccc1)NCCc1ccccc1	-1.4	-6	9	2	3	2	-0.7	0%	-7
70	COc1ccccc1N(CC(=O)NC1CCCCC1)S(C)(=O)=O	-4.0	9	-4	3	1	-3	1.1	3%	3
71	O=C(NCc1ccc2[nH]c3c(c2c1)CCCC3)N1CCOCC1	-0.7	0	-7	1	-5	-3	-0.2	3%	-4
72	C=CCn1c(SCC(=O)Nc2ccc(N(C)C)cc2)nnc1-c1cccc(C)c1	-1.2	14	21	-4	5	6	-1.3	2%	-2

# Assay outcomes: PubChem BioAssay, several laboratories
